Screening data deposited in PubChem BioAssay by National Center for Advancing Translational Sciences (NCATS).
SW480 rerep: DNA re-replication induction in SW480 cells | Potency, µM (top dose mostly 46.1 µM), inactives show at the top dose re-replication activation, hits mostly activators | 340,000 tested, 1.8% active | SW480 DNA re-replication, Hoechst DNA content imaging, 48 h; further: potency means the concentration at half of the fitted maximal effect; % of control where 0% means no effect; nearly all actives have a fitted effect of over 55% in size
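Image-based DNA-content assay: after two days of treatment, nuclei were labelled with the DNA dye Hoechst and imaged, and hits were compounds raising the count of nuclei showing high fluorescence intensity.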
GLP-1R agonist: agonists of human GLP-1 receptor. HEK293 GLP-1R CRE-luciferase, luminescence, 4-6 h; cells express a hypersensitive GLP-1R form. 380,000 tested, 0.007% active. P43220. Potency, µM (highest dose often 45.6 µM), for the others: top-dose activation, most hits filed as activators; further: potency means the concentration at half of the fitted maximal effect; % of control where 0% means no effect
Target sequence (P43220 whole entry, looked up): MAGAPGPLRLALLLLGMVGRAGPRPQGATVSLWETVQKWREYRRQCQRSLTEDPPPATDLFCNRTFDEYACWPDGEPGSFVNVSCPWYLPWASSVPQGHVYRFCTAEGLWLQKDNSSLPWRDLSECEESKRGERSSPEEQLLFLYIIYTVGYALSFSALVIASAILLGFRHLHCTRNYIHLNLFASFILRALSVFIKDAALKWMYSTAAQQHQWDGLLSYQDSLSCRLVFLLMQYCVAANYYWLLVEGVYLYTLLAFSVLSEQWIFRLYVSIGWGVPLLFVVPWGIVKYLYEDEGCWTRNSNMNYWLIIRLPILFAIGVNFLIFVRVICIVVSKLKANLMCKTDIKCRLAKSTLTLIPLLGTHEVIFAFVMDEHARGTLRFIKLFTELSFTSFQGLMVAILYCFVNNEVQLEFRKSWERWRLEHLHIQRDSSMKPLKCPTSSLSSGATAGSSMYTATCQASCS
KB-V1 MDR tox: kills drug-selected multidrug resistant KB-V1 cells; KB-V1 MDR cells viability, CellTiter-Glo, 72 h; Potency, µM (highest dose often 46.1 µM), for the others: top-dose activity change, negative = cytotoxicity, hits mostly cytotoxic; 400,000 tested, 3.4% active; further: potency means the concentration at half of the fitted maximal effect; on the % scale 0 is the no-effect control and ±100 the full control effect; nearly all actives have a fitted effect of over 60% in size
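Compound-treated KB-V1 multidrug-resistant cells, 72 h, 37 degrees C; viability by CellTiter-Glo. Fitted qHTS curves give the values.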
HT1080 IDH1KD tx: HT-1080 IDH1 knockdown cell toxicity (counter line). Potency, µM (series often up to 46.1 µM), without a hit: at the top dose activity, negative = toxicity, most hits filed as cytotoxic. HT-1080 IDH1 knockdown viability, ATP luminescence, 48 h. 360,000 tested, 2% active;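 further: potency means the concentration at half of the fitted maximal effect; 0% = DMSO wells and -100% = cell-free medium wells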
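HT-1080-IDH1KD cells (IDH1 knocked down), 750/well in RPMI with 5% FBS, treated with compound 48 h at 37 degrees C. Viability by CellTiter-Glo luminescence, normalised to DMSO and no-cell wells; concentration-response curves classed.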
HT1080NT lethal: kills 2HG-producing HT-1080-NT fibrosarcoma cells. HT-1080-NT fibrosarcoma viability, CellTiter-Glo ATP luminescence, 48 h. Potency, µM (doses to about 46.1 µM), inactives show at the highest dose activity, negative = less viability, hits mostly cytotoxic. 360,000 tested, 1.6% active. AID 686970;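 further: NT is the 2HG producing partner of a matched IDH1 knockdown line; potency means the concentration at half of the fitted maximal effect; 0% = DMSO-treated cells and -100% = media-only wells without cells; nearly all actives have a fitted effect of over 55% in size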
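Luminescent CellTiter-Glo readout after 48 hours of compound exposure at 37 degrees C defined viability of HT-1080-NT cells. Activity was normalized to DMSO wells and cell-free media wells; concentration-response curves were fitted and assigned curve classes.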
IL-1B inflam inh: inhibitors of inflammasome signaling (IL-1 beta secretion); THP-1 LPS/ATP IL-1B secretion, AlphaLISA, 16 h; stronger effect = lower value; activity change, % at 57.5 µM; 360,000 tested, 4.7% active; AID 743279; in the data active means activity change below about -50%; inconclusive means mostly about -30% to -49%; further: on the % scale 0 is the no-effect control and ±100 the full control effect
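Secreted IL-1B measured by AlphaLISA bead assay after 16 h compound exposure of THP-1 cells; compounds (final up to 57.5 uM) added 1 h before LPS (250 ng/mL) and ATP (1.25 mM) stimulation; lower signal means less secretion.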
DRD3 agonist: agonists of human D3 dopamine receptor; P35462; D3R DiscoveRx beta-arrestin cells, luminescence, 90 min; max activation, %; 410,000 tested, 0.58% active; in the data active means max activation above about 30%; further: 0% is about no effect; mostly tested at two doses, the higher about 12 µM
Target sequence (P35462 whole entry, looked up): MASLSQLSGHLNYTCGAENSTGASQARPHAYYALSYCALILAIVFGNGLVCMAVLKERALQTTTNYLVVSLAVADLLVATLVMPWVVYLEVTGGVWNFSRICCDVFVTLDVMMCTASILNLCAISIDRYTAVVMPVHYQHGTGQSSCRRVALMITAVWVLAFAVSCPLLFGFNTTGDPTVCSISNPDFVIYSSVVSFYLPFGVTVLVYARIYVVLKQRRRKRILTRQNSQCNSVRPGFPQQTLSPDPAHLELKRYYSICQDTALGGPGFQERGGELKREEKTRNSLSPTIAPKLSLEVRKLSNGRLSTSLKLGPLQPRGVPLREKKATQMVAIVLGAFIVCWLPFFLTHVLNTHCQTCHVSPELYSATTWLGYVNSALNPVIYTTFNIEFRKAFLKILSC
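Agonist mode: compounds and dopamine controls were applied to plated cells for 90 min at 37 degrees C after an overnight attachment at 1500 cells/well. Luminescent read-out followed 30 - 60 minutes at room temperature with DiscoveRx detection reagent.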
D3 antag: blocks the human D3 dopamine receptor | P35462 | 360,000 tested, 2.5% active | max response, negative = inhibition, % | AID 652054 | D3R cells, DiscoveRx beta-arrestin luminescence, antagonist mode; stronger effect = lower value; in the data active means max response below about -50%; inconclusive means no clear call, values can overlap the other calls; further: on the % scale 0 is the no-effect control and ±100 the full control effect; mostly tested at two doses, the higher about 12 µM
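Cells plated overnight at 1500 cells/well, then exposed to library compounds with dopamine controls for 90 minutes at 37 degrees C. DiscoveRx reagent added for 30–60 minutes at room temperature; luminescence read, quantitative HTS format.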
KB-3-1 tox: kills parental KB-3-1 adenocarcinoma cells. AID 1347075. 400,000 tested, 1.4% active. Potency, µM (series often up to 46.1 µM), inactives show top-dose activity change, negative = cytotoxic, hits mostly cytotoxic. KB-3-1 viability, CellTiter-Glo ATP luminescence, 72 h; further: potency means the concentration at half of the fitted maximal effect; on the % scale 0 is the no-effect control and ±100 the full control effect; nearly all actives have a fitted effect of over 60% in size
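Screening of KB-3-1 cells (DMEM, 10% FBS, phenol-red free) ran from lowest to highest compound concentration; after 72 h at 37 °C viability was read luminescently and curves fitted.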
* = called active by the depositor; u = inconclusive; x = not tested or not shown; & = joins results of further samples; [ ] = dose if it differs, or a comment. Unless noted, the call rests on the fitted dose curve; in most records, active means well fitted curve in the direction sought with a large enough effect; inconclusive means small, poorly fitted or top-dose-only effect, or another doubt; inactive means no such curve, though single readings can be large; an effect the other way counts as inactive or inconclusive. Compounds were not picked by outcome (roughly 12% active in at least one column).

SMILES | SW480 rerep | GLP-1R agonist | KB-V1 MDR tox | HT1080 IDH1KD tx | HT1080NT lethal | IL-1B inflam inh | DRD3 agonist | D3 antag | KB-3-1 tox
CC(C)c1ccc(NC(=O)C2CCC(CNC(=O)[C@@H]3Cc4ccccc4CN3)CC2)cc1 (stereo partly drawn) | u | 6.1% | u | u | u | 44.1 | 0.3 | -2.1 | 3.2%
COc1ccc(NC(=O)c2ccc(NC(=O)CN3CCN(c4ccc(O)cc4)CC3)cc2)cc1 | u | 3.9% | -7.3% | u | -14.6% | 9.3 | 81.8* | 7.9 | u
Cc1ccc2oc(-c3ccc(C)c(NC(=O)/C=C/c4ccc(Cl)cc4)c3)nc2c1 | x | 8.1% | -11.9% | x | x | x | 5.1 | x | 14.3%
O=[N+]([O-])c1ccc(/C=N/NC(=S)Nc2ccc(Cl)cc2Cl)s1 | 20.6µM* | -4.0% | u | u | u | 25.3 | -18.6 | -56.3* | u
Cc1ccc(-c2cc(N)n(-c3ccc(C)cc3)n2)cc1 | 2.6% | -5.4% | 17.5%&0.0% | -2.8% | 5.6% | 1.1 | 0.3&1.6 | 31.1 | 11.9%&8.4%
Cn1cc(CC(=O)NC2CCCCC2)c2ccccc21 | 5.2% | 9.0% | 0.0% | 4.1% | 1.9% | -8.0 | 2.1 | 3.3 | 18.4%
Cc1ccc2nc(-c3ccc(F)cc3)c(CC3CCCCC3)n2c1 | x | 2.4% | u | -14.0% | -2.0% | 15.5 | -4.5 | 7.1 | -24.6%
Cc1ccc2oc(=O)c(-c3ccc(O)cc3)c(C)c2c1 | -3.7% | 19.5% | u | 1.1% | -0.9% | -13.6 | 1.2 | 2.9 | -13.3%
CC(=O)c1oc2ccccc2c1N | -2.8% | -0.1% | 2.5% | 0.2% | 2.7% | 8.3 | 24.0 | -13.6 | -0.1%
CC(C)NC1CS(=O)(=O)CC1O (stereo not drawn) | -0.9% | -2.8% | 15.7% | 17.5% | 1.7% | 16.5 | 4.2 | 6.0 | -3.4%
O=c1[nH]c2ccc(NC(=S)Nc3ccccc3Cl)cc2[nH]1 | -4.6% | -10.3% | 0.0% | 9.3% | 8.8% | -17.7 | 1.0 | 15.9 | 2.4%
CCOc1ccc(CN2C(=O)c3ccccc3C2C(=O)NC(C)CC)cc1OC (stereo not drawn) | 0.7% | 7.8% | -3.5% | 10.8% | 0.0% | 20.8 | 0.4 | -63.1* | 8.0%
CCOC(=O)C(C(=O)OCC)C(CC(=O)C1CC1)c1ccccc1 (stereo not drawn) | -5.2% | 7.6% | -2.5% | -1.4% | -0.3% | 6.6 | -2.5 | -24.9 | 3.4%
Cc1ccccc1C(=O)NNC(=O)CSc1nnc(C)n1-c1ccccc1 | u | -0.2% | 1.8% | 28.0% | u | -4.7 | -15.9 | -14.0 | -4.3%
C=CCc1cc(OC)ccc1OCCN(C)Cc1ccccc1 | u | -2.9% | -20.6% | -3.4% | -0.9% | -19.8 | -26.2 | -58.9* | 20.2%
Cc1cccc(NC(=O)c2cccc(NC(=O)c3ccco3)c2)c1C | -1.6% | 10.8% | 5.8% | -2.3% | 14.2% | u | -3.4 | 6.5 | u
Cc1ccc(C)c(N2CCN(CC(=O)Nc3ccc([N+](=O)[O-])cc3C(=O)Nc3ccccc3F)CC2)c1 | 0.6% | 2.1% | -4.1% | u | -6.1% | 29.6 | 50.3* | 17.4 | -15.4%
COc1cc(-c2cc(-c3ccccc3)nc(SCC(=O)O)c2C#N)cc(OC)c1OC | -1.0% | 9.4% | 10.8% | -18.7% | -15.2% | 8.4 | 1.5 | 11.7 | -3.6%
CCCNC(=O)c1ccc(N2CC3CC(C2)c2cccc(=O)n2C3)c(NC(=O)Nc2ccc(CC)cc2)c1 (stereo not drawn) | -14.4% | 4.6% | 10.9% | 10.7% | 1.0% | -25.8 | 3.6 | 1.4 | 5.5%
CCOC(=O)CCc1nc2ccccc2[nH]1 | 15.7% | -1.6% | 5.5% | 16.8% | 3.7% | 15.8 | -5.2 | -9.3 | 10.6%
Cc1ccc(C)c(NC(=O)C[n+]2ccccc2)c1 | u | 5.9% | 0.0% | -0.6% | 0.3% | -6.5 | -7.0 | u | -2.6%
CNC(=O)COc1coc(CN2CCN(C(=O)c3ccco3)CC2)cc1=O | -7.1% | 7.2% | -2.7% | 13.9% | 1.9% | 4.1 | -4.2 | 29.3 | 15.9%
CCCCn1nnnc1C(c1cc2ccccc2o1)N(C)Cc1ccccc1 (stereo not drawn) | x | 3.0% | u | -15.5% | -18.6% | 15.5 | 5.5 | 10.0 | -27.5%
O=C(CNC(=O)c1ccc(Cl)cc1)OCCCOC(=O)CNC(=O)c1ccc(Cl)cc1 | -5.1% | -2.8% | x | 7.7% | 8.0% | 12.8 | 26.7 | 12.2 | x
Cc1ccc(NC2CCCN(C(=O)c3cn4cc(Cl)ccc4n3)C2)cc1C (stereo not drawn) | -4.8% | 4.8% | 28.0% | -1.9% | -14.0% | 5.7 | -0.5 | 2.4 | -4.0%

Some of these compounds in order of SMILES length, high to low:
SMILES | SW480 rerep | GLP-1R agonist | KB-V1 MDR tox | HT1080 IDH1KD tx | HT1080NT lethal | IL-1B inflam inh | DRD3 agonist | D3 antag | KB-3-1 tox
CNC(=O)COc1coc(CN2CCN(C(=O)c3ccco3)CC2)cc1=O | -7.1% | 7.2% | -2.7% | 13.9% | 1.9% | 4.1 | -4.2 | 29.3 | 15.9%
CCOC(=O)C(C(=O)OCC)C(CC(=O)C1CC1)c1ccccc1 (stereo not drawn) | -5.2% | 7.6% | -2.5% | -1.4% | -0.3% | 6.6 | -2.5 | -24.9 | 3.4%
O=c1[nH]c2ccc(NC(=S)Nc3ccccc3Cl)cc2[nH]1 | -4.6% | -10.3% | 0.0% | 9.3% | 8.8% | -17.7 | 1.0 | 15.9 | 2.4%
Cc1ccc(C)c(NC(=O)C[n+]2ccccc2)c1 | u | 5.9% | 0.0% | -0.6% | 0.3% | -6.5 | -7.0 | u | -2.6%

Further records follow.
SMILES | SW480 rerep | GLP-1R agonist | KB-V1 MDR tox | HT1080 IDH1KD tx | HT1080NT lethal | IL-1B inflam inh | DRD3 agonist | D3 antag | KB-3-1 tox
O=C(COC(=O)Cc1ccccc1[N+](=O)[O-])NCc1ccc(F)cc1 | -16.2% | 3.6% | 25.2% | 14.0% | 16.6% | 1.0 | 2.5 | 4.6 | 3.5%
CC(/C=C/c1ccccc1)=N/NC(=O)c1nc2nc(C)cc(C)n2n1 | u | -2.1% | 0.2% | 6.4% | 0.5% | -5.3 | 1.4 | 10.6 | -1.6%
Cc1c(NC(=O)CSCc2c(F)cccc2Cl)c(=O)n(-c2ccccc2)n1C | -47.1%[inhibitor][1.84 µM] | 6.1% | 17.8% | 9.1% | 1.7% | -3.9 | 12.9 | 11.5 | -4.0%
O=C(N=C1SC2CS(=O)(=O)CC2N1Cc1ccc(Cl)cc1)C1CCCO1 (stereo not drawn) | 26.5% | 3.6% | 26.4% | -0.3% | 6.7% | -7.2 | -2.1 | -6.4 | 16.5%
Nc1nccnc1C(=O)OCC(=O)Nc1cccc(S(=O)(=O)N2CCCCC2)c1 | -1.7% | -8.4% | u | 29.5% | 27.0% | 10.6 | 1.8 | 6.3 | 8.6%
Nc1nc2ccc(Cl)cc2cc1C(=O)NCCc1ccc(Cl)cc1Cl | x | x | u | 1.7% | 1.5% | 49.2 | -3.3 | 2.0 | -8.4%
Cc1ccc(S(=O)(=O)N2CCCCC2)cc1NC(=O)COC(=O)CN1C(=O)NC2(CC(C)CC(C)(C)C2)C1=O (stereo not drawn) | -4.0% | 5.1% | u | 8.5% | 2.6% | -20.9 | -7.3 | -3.3 | 0.0%
CCc1ccc(NC(=O)c2sc3nc(C)nc(N4CCN(c5ccccn5)CC4)c3c2C)cc1 | 16.7% | 10.7% | u | 10.4% | 6.6% | -13.8 | -3.8 | 16.9 | -3.3%
COc1ccc(CCNC(=O)COc2cc(O)c3c(c2)OC(C)(C)CC3=O)cc1 | -0.5% | -1.6% | -4.3% | 3.6% | -5.0% | -14.7 | 2.1 | 0.1 | 0.6%
CCn1c(COc2cccc3cccnc23)nnc1SCC(=O)OC | 2.6% | -2.2% | -1.2% | 4.0% | 5.7% | -5.3 | 1.2 | 19.1 | 8.1%
Cc1cc(Nc2cccc(F)c2)nc(N2CCOCC2)n1 | -0.5% | 16.6% | -0.7% | -15.3% | 4.0% | -9.3 | -5.8 | 10.9 | -0.8%
CCN(CC)C(=S)NC(=O)c1ccc(Cl)cc1Cl | -2.9% | -6.5% | -27.3% | 3.55µM* | 7.08µM* | 0.0 | -1.5 | -15.1 | -6.0%
CCCc1nc2c3ccccc3ccn2c1Cc1ccc(OC)cc1C | x | 8.6% | 4.2% | u | -27.7% | -11.7 | -11.4 | -16.2 | -0.2%
COc1ccc(NC(=O)CN2C(=O)CSC(C)C2=O)cc1 (stereo not drawn) | 4.8% | -10.2% | -0.4% | 7.3% | 16.2% | 10.7 | 4.7 | 0.6 | -2.1%
CCOC(=O)c1nn(C23CC4CC(CC(C4)C2)C3)c2c1C(=O)N(c1ccc(C)cc1)C2=O | -8.6% | -6.6% | u | 17.4% | 9.1% | -12.8 | 2.3 | 1.7 | 14.1%
Cc1ccc(S(=O)(=O)NN=C2C3CC4CC(C3)CC2C4)cc1 | 4.2% | -12.0% | -0.6% | 7.6% | -1.0% | -2.1 | 1.9 | -4.2 | -2.7%
CS(=O)(=O)N1CCN(C(=O)Nc2ccccc2)CC1 | -5.2% | 8.2% | -13.9% | 16.3% | -2.7% | -5.6 | -8.2 | -23.8 | -1.0%
O=C(NCc1cccc(Cl)c1)c1ccc(-c2ccc(F)c(F)c2)c2ccoc12 | x | 4.2% | -0.7% | -20.3% | -14.3% | 0.0 | 7.8 | 16.1 | 0.0%
CC1CCCN(Cc2nc(Cc3ccccc3Cl)no2)C1 (stereo not drawn) | -0.9% | 12.8% | -15.2% | 1.3% | 0.0% | 22.1 | -5.0 | -4.3 | u
